GLP-1R inv ag: acts as inverse agonist at human GLP-1 receptor | hit rate 1.6% among 410,000 | P43220 | HEK293 GLP-1R CRE-luciferase, luminescence, 24 h; GLP-1R form is constitutively active | AID 624417 | Potency, µM (highest dose often 38.3 µM), for the others: at the top dose activity change, negative = inhibition, hits mostly inhibitors; further: potency means the concentration at half of the fitted maximal effect; on the % scale 0 is the no-effect control and ±100 the full control effect; nearly all actives have a fitted effect of over 55% in size
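Inverse agonists were sought by their lowering of basal cAMP reporter luciferase output in HEK293 cells stably carrying constitutively active human GLP-1R, after 24 h compound treatment.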
EPAC1 antagonist: blocks human EPAC1 exchange factor | O95398 | EPAC1 GEF assay, Rap1b-BODIPY-GDP exchange fluorescence | Potency, µM (top dose mostly 115 µM), for the others: at the highest dose activity change, negative = inhibition, most hits filed as inhibitors | hit rate 0.14% among 360,000;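 further: potency means the concentration at half of the fitted maximal effect; plate controls were vehicle for no effect and positive control for full effect; nearly all actives have a fitted effect of over 50% in size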
GLP1R ag: agonists of human GLP-1 receptor | AID 624172 | hit rate 0.007% among 380,000 | HEK293 GLP-1R CRE-luciferase, luminescence, 4-6 h; cells express a hypersensitive GLP-1R form | Potency, µM (series often up to 45.6 µM), for inactives: top-dose activation, usual class: activators | P43220; further: potency means the concentration at half of the fitted maximal effect; % of control where 0% means no effect
PTHR1 ag: PTHR1 (human) receptor agonism; Q03431; HEK293 GP2 PTHR1 cells, GloSensor cAMP luminescence, 1 h; Potency, µM (highest dose often 115 µM), without a hit: at the highest dose activation, most hits filed as activators; hit rate 0.075% among 410,000; further: potency means the concentration at half of the fitted maximal effect; nearly all actives have a fitted effect of over 55% in size; some results filed as inactive show a strong effect at the top dose; inactives centre near -15; many of its hits are not listed in these tables
Target sequence (Q03431 whole entry, looked up): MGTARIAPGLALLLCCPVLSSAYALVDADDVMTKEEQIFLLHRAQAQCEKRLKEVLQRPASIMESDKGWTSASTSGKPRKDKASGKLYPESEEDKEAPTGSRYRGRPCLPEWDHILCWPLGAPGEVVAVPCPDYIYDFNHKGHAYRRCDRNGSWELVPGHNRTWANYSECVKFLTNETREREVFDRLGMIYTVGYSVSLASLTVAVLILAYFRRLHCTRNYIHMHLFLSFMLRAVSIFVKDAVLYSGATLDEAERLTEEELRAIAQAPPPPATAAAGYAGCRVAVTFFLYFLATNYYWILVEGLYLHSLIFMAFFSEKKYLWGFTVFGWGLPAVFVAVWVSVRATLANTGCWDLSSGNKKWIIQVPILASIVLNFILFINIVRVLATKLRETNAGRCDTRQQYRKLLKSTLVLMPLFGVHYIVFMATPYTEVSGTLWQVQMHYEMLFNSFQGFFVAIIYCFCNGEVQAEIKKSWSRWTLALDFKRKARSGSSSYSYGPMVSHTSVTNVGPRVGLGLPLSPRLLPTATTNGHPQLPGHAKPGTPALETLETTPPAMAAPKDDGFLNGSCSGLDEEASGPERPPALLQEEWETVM
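HEK-293-derived GP2 cells expressing PTHR1 and a GloSensor cAMP reporter, 3,000/well, plated overnight, given luciferin plus IBMX (each 0.5 mM as added) for 1 h at 37 °C, then compound for 1 h at 37 °C. Luminescence was read after 15 min at room temperature.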
PLK1 PBD block: blocks phosphopeptide binding to human PLK1 polo-box domain | hit rate 2.8% among 360,000 | Plk1 PBD binding of FITC phosphopeptide, fluorescence polarization | P53350 | Potency, µM, for the others: max response, negative = inhibition, usual class: inhibitors; further: potency means the concentration at half of the fitted maximal effect; series mostly up to about 57 µM; on the % scale 0 is the no-effect control and ±100 the full control effect; nearly all actives have a fitted effect of over 65% in size
HEK293 tox: cytotoxicity counter-screen for GLP-1 receptor inverse agonists; Potency, µM (top dose mostly 38.3 µM), without a hit: at the top dose activity change, negative = inhibition, most hits filed as inhibitors; hit rate 0.13% among 410,000; HEK293 cAMP-luciferase reporter cells, luminescence, 24 h; AID 624418;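 further: loss of luciferase light is scored as toxicity; potency means the concentration at half of the fitted maximal effect; on the % scale 0 is the no-effect control and ±100 the full control effect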
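Quantitative HTS format, 1536 wells, 200 cells/uL seeded. Compounds: 23 nL, 24 h, 37 °C. Detection: luciferase reagent, luminescence at 12 min RT; decreased signal taken as cytotoxic.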
IL2 activator: IL-2 activation. activation, % (series mostly up to about 46 µM). IL-2 activation reporter assay, cell-based qHTS; stimulated with anti-CD3/CD4/CD28 beads; in transgenic mouse T cells. hit rate 0.065% among 360,000. AID 652025; in the data active means activation above about 50%; inconclusive means mostly about 30% to 49%; further: 0% is about no effect
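First, unstimulated transgenic mouse T cells were exposed to compound for 60 min. Next, anti-CD3/anti-CD4-coated beads with anti-CD28 were added. Finally, after 18 h at 37 degrees C, EGFP and DsRed were imaged.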
PI5P4Ka inh: inhibitors of human PI5P4K alpha; P48426; PI5P4Kalpha enzyme, ADP-Glo luminescence, 60 min; active compounds read low; max response, %; hit rate 1.2% among 330,000; AID 652105; active means max response of -50% or lower; inconclusive means between -30% and -50%; inactive means -30% or higher; further: value at the top dose of about 77 µM; on the % scale 0 is the no-effect control and ±100 the full control effect
Target sequence (P48426 whole entry, looked up): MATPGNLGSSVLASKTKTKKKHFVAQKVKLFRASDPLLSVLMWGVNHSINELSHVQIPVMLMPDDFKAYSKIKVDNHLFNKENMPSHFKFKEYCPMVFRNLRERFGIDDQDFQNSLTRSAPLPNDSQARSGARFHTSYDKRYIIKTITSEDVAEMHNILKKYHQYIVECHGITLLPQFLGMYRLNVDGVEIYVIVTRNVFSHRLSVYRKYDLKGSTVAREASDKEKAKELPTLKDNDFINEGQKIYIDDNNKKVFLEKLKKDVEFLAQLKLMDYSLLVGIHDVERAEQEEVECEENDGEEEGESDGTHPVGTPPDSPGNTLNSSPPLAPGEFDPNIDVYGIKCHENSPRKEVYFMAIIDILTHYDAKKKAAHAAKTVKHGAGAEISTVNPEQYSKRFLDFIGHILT
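Luminescence from ADP-Glo served as readout of PI5P4Kalpha activity in a qHTS format. Reaction: enzyme, substrate, compound, ATP at 5 microM final, 60 min at RT.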
EPAC1 ag: agonists of human EPAC1. O95398. EPAC1 agonist qHTS, biochemical assay; response scale: 100% = response to 6.5 mM cAMP. Potency, µM (series often up to 154 µM), without a hit: at the highest dose activation, most hits filed as activators. hit rate 0.073% among 360,000. AID 720707; further: potency means the concentration at half of the fitted maximal effect; nearly all actives have a fitted effect of over 60% in size
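Normalized to 6.5 mM cAMP, activity reflects EPAC1-catalysed release of BODIPY-GDP from Rap1B, followed kinetically over 30 min at 480 nm excitation, 540 nm emission. Reaction contained 100 nM EPAC1, 250 nM Rap1B-BODIPY-GDP, 50 uM GDP.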
* hit, by the source's call; i = inactive; ? = inconclusive; . = not tested or not shown; [ ] = another dose, or the depositor's remark. Unless noted, the call rests on the fitted dose curve; in most records, active means well fitted curve in the direction sought with a large enough effect; inconclusive means small, poorly fitted or top-dose-only effect, or another doubt; inactive means no such curve, though single readings can be large; an effect the other way counts as inactive or inconclusive.

No. | canonical_smiles | GLP-1R inv ag | EPAC1 antagonist | GLP1R ag | PTHR1 ag | PLK1 PBD block
1 | COc1ccc(N2CCN(C(=O)[C@H](Cc3c[nH]c4ccccc34)NC(C)=O)CC2)cc1 | 1% | 12% | 1% | -25% | -9%
2 | CCOC(=O)CNC(=O)C1c2cc(OC)c(OC)cc2C(=O)N(C)C1c1ccccc1F (stereo not given) | 18% | 1% | -6% | i | -7%
3 | Cc1nnc(SCC(=O)Nc2sc3c(c2C(N)=O)CCCC3)[nH]c1=O | ? | 0% | -8% | i | -23%
4 | Cn1c(=O)c2c(nc(CN3CCC(C(N)=O)CC3)n2Cc2c(F)cccc2Cl)n(C)c1=O | 12% | -3% | 11% | i | -6%
5 | Cc1cccc(NC(=O)NC(C)C(c2cccs2)N2CCOCC2)c1 (stereo not given) | -21% | -8% | 6% | i | -1%
6 | CCN1CCN(C(=O)c2nn(-c3ccc(C)cc3)c(=O)c3c2c2ccccc2n3C)CC1 | 0% | -9% | -3% | i | -4%
7 | O=C(NCc1ccco1)c1[nH]c(C(F)(F)F)nc1-c1ccccc1 | 14% | -11% | -1% | -31%[inhibitor] | -12%
8 | COc1ccc(CN(C)Cc2cc(=O)n3ccsc3n2)c(OC)c1OC | 25% | 3% | -3% | -8% | -6%
9 | CCOc1ccc(C2/C(=C(\O)c3ccc4c(c3)OCCO4)C(=O)C(=O)N2CCCN2CCOCC2)cc1OC (stereo not given) | 11% | -10% | -4% | -25% | -20%
10 | O=C(CN1CCOCC1)Nc1ccccc1 | 0% | -4% | 1% | 4% | -12%
11 | COc1ccc(CNC(=O)c2c(F)c(F)c(F)c(F)c2F)cc1 | 14% | -19% | 0% | -1% | -6%
12 | CCCCNC(=O)c1onc(CS(=O)(=O)c2ccccn2)c1C(=O)NCCCC | 21% | 1% | -2% | -4% | 5%

No. | HEK293 tox | IL2 activator | PI5P4Ka inh | EPAC1 ag
1 | 1% | -0.2 | -5 | 4%
2 | -6% | -1.3 | . | -1%
3 | 2% | 1.5 | ? | 7%
4 | 4% | -0.9 | 0 | 2%
5 | 3% | -2.4 | 4 | -6%
6 | 16% | -0.3 | 0 | 8%
7 | -11% | -0.2 | 1 | 1%
8 | -10% | -1.2 | -3 | 3%
9 | -11% | 2.5 | -5 | -5%
10 | 19% | -1.1 | . | 17%
11 | -6% | 1.1 | 0 | -7%
12 | 3% | 0.4 | -8 | 1%

(list continues)
No. | canonical_smiles | GLP-1R inv ag | EPAC1 antagonist | GLP1R ag | PTHR1 ag | PLK1 PBD block
13 | O=C(CCCC(=O)N(CC(=O)NC1CCCC1)c1ccc(F)c(Cl)c1)Nc1ccccn1 | -11% | 4% | 6% | i | 1%
14 | Cc1cc2ccccc2nc1SCC(=O)N1c2ccccc2CC1C (stereo not given) | 13% | 0% | -13% | -22%[57.5 µM] | -9%
15 | CCCNC(=O)c1ccccc1C(=O)NCCC | -5% | 1% | -1% | i | -5%
16 | Cc1cc(C)nc(SCc2ccc(C(=O)O)o2)n1 | 1% | 4% | 0% | -13%[57.5 µM] | -5%
17 | O=C1CC(Sc2nnc(-c3ccccc3)o2)C(=O)N1c1ccccc1 (stereo not given) | 0% | -8% | 2% | -23%[57.5 µM] | ?
18 | CCN(Cc1ccncc1)Cc1ccc(OC)cc1OC | -4% | -19% | -1% | -14% | -20%
19 | CCn1c2c(c(=N)c3c1CCC3)CCCC2 | -5% | 5% | 0% | -7% | -3%
20 | Cc1cc(-c2nnc(SCC(=O)Nc3ccccc3)n2C)no1 | -10% | 6% | -2% | ? | -1%
21 | COc1ccc(C(C(=O)NCc2ccccc2)N(C(=O)c2snc(C(N)=O)c2N)C2CCCC2)cc1O (stereo not given) | 55%[activator] | -5% | 9% | 8% | 5%
22 | COc1cc(O)c(C(CCN2CCCC(C)C2)c2cc(OC)c(OC)c(OC)c2)c(OC)c1 (stereo not given) | 12% | 17% | -3% | -11% | -3%
23 | CC(Sc1nnc(-c2ccc(O)cc2)o1)C(=O)Nc1cccc2ccccc12 (stereo not given) | -11% | -1% | -17% | -21% | -25%
24 | CCOc1ccc(NC(=O)CN(C)C(=O)Cn2c(=O)oc3ccccc32)cc1OCC | 21% | 3% | -4% | i | -6%

No. | HEK293 tox | IL2 activator | PI5P4Ka inh | EPAC1 ag
13 | -2% | 0.9 | 3 | 9%
14 | 61%[activator] | 0.2 | 14 | -2%
15 | -2% | -0.1 | 1 | 15%
16 | 5% | -1.1 | -12 | 0%
17 | -10% | -3.3 | . | 8%
18 | 0% | 0.3 | 2 | 7%
19 | -7% | 0.3 | 0 | 10%
20 | -2% | -0.7 | -2 | 0%
21 | -3% | 1.3 | 0 | 8%
22 | -20% | -0.3 | -8 | -5%
23 | -7% | -0.8 | -11 | 7%
24 | 6% | -4.5 | 1 | 3%

Further structures.
No. | canonical_smiles | GLP-1R inv ag | EPAC1 antagonist | GLP1R ag | PTHR1 ag | PLK1 PBD block
25 | CC1CCCCC1NC(=O)c1ccc(CNc2c(N3CCCC3)c(=O)c2=O)cc1 (stereo not given) | -10% | -18% | 0% | -9% | 1%
26 | O=C1OC(=O)C2C1[C@@H]1CC[C@H]2O1 (stereo not given in full) | 1% | -11% | 4% | -30% | -9%
27 | CC(C)=CCC/C(C)=C/CNC(=O)C[C@H]1C[C@H](C(=O)N2CCCCC2)[C@@]2(C)c3[nH]c4cc(CCC(=O)N(C)C)ccc4c3CCN2C1=O | -19% | -10% | -2% | -2% | -4%
28 | Cc1cccc(NC(=O)/C(=C\c2cccs2)NC(=O)c2ccccc2)c1 | 5% | -3% | -14% | i | -4%
29 | CCN1CCN(C(=O)c2ccc(COc3ccc(Cl)cc3)o2)CC1 | ? | 1% | 10% | i | -2%
30 | COc1ccc(C2=NO[C@@H]3[C@@H]4C[C@@H]([C@H]5C(=O)N(C)C(=O)[C@@H]45)[C@H]23)c(OC)c1 | 11% | -6% | 8% | -18% | -11%
31 | Cc1ccc(NC(=O)COC(=O)c2c(-c3ccccc3)noc2C)c(C)c1 | -19% | 19% | -4% | -74%[inhibitor] | -3%
32 | Cc1occc1C(=O)N1CCN(c2ccc([N+](=O)[O-])cc2)CC1 | 21% | 9% | -2% | -26% | -11%
33 | Cc1ccc(OCC(O)Cn2c(=N)n(CCN3CCCCC3)c3ccccc32)cc1 (stereo not given) | ? | 2% | -15% | 16%[57.5 µM] | -10%
34 | FC(F)Oc1ccc(-c2csc(=Nc3cccnc3)n2CC2CCCO2)cc1 (stereo not given) | ? | -1% | 1% | -35%[inhibitor] | -12%
35 | O=C(Nc1ccc(Cl)cc1)N1CCC(c2nc(-c3ccccc3Cl)no2)CC1 | ? | -7% | -1% | -14%[57.5 µM] | 1%
36 | CC(NCc1ccc(N(C)C)cc1)C1CC2CCC1C2 (stereo not given) | 3% | 1% | 0% | -28% | -10%

No. | HEK293 tox | IL2 activator | PI5P4Ka inh | EPAC1 ag
25 | -5% | 2.7 | 1 | -3%
26 | -6% | 1.0 | 9 | -10%
27 | -9% | -0.7 | 1 | -15%
28 | -5% | -0.3 | 6 | 0%
29 | 0% | -0.4 | -6 | 1%
30 | 2% | 0.0 | 0 | 13%
31 | -9% | -0.2 | -1 | -4%
32 | -27% | -3.7 | -7 | 0%
33 | ? | -5.0 | -3 | 3%
34 | -12% | -0.6 | -4 | -5%
35 | -35% | -2.2 | -1 | 4%
36 | 5% | -0.3 | -7 | 9%

Next part
No. | canonical_smiles | GLP-1R inv ag | EPAC1 antagonist | GLP1R ag | PTHR1 ag | PLK1 PBD block
37 | CC(=O)Nc1ccc(S(=O)(=O)NCCSCc2c(Cl)cccc2Cl)cc1 | 0% | 0% | 6% | i | -1%
38 | COc1ccc(NC(=O)[C@H](CCS(C)(=O)=O)N2Cc3ccccc3C2=O)c(OC)c1 | -2% | -10% | 4% | i | -8%
39 | CCCC(=O)N1CCCC1(C)C(=O)NCc1ccc(SC)cc1 (stereo not given) | 22% | 1% | -2% | i | -2%
40 | COC(=O)NCCOC(=O)N(O)c1ccc(Br)cc1 | 13% | 2% | 8% | -29% | -4%
41 | CCOC(=O)CCc1cnccc1-c1cccc(OC)c1O | . | -6% | -4% | -22% | .
42 | CCN(C[C@H]1N[C@@](Cc2ccccc2)(C(=O)OC)[C@H]2C(=O)N(C)C(=O)[C@@H]12)C(=O)NC(C)C | 16% | 3% | 0% | i | 3%
43 | Cc1cc2nccc(-c3ccc(Cl)c([N+](=O)[O-])c3)n2n1 | -17% | -1% | 23% | -12% | -13%

No. | HEK293 tox | IL2 activator | PI5P4Ka inh | EPAC1 ag
37 | 0% | 0.8 | . | 13%
38 | -3% | -2.5 | 1 | -6%
39 | -6% | -0.2 | -1 | 12%
40 | 3% | 0.4 | . | -2%
41 | . | 0.5 | . | -22%
42 | 0% | -0.8 | 3 | -11%
43 | -1% | -2.7 | -4 | -4%

An excerpt, so the mix of outcomes need not match the whole.
